D2 potentiator: HTS Assay for Positive Allosteric Modulators of the Human D2 Dopamine Receptor: Primary Screen for Potentiators | potentiation, % at 10 µM | HEK293 T-REx D2, calcium flux, EC20 dopamine potentiation | AID 485347, 2010 | 0.34% of 340,000 active;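 active = potentiation over 3 SD above the plate norm, cut at about 30% in these data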; note: 0% is about no effect
Target sequence (P14416 whole entry, looked up): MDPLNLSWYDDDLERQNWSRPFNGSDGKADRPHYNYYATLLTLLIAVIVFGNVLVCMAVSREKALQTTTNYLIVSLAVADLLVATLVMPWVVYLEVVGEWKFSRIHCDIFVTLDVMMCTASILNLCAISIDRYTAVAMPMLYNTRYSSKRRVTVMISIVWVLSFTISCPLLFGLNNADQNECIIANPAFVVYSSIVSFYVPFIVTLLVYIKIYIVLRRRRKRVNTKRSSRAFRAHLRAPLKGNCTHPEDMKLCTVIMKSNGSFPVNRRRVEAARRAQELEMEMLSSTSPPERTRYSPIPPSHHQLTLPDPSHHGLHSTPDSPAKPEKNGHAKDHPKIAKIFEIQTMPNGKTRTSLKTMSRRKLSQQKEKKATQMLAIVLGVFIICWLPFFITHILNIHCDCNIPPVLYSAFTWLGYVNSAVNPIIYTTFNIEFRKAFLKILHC
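Using a no-wash calcium dye in inducible, force-coupled HEK293 Trex cells expressing D2, we tracked fluorescence each second for 180 s after compound, then for 180 s after EC20 dopamine to detect augmented signalling.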
Vif-A3F inh: qHTS for Inhibitors of Vif-A3F Interactions: qHTS | 0.2% of 390,000 active | AID 602313, 2012 | Potency, µM (titrated, usually from 46.1 µM), inactives show top-dose activity, negative = active | HeLa A3F-eYFP + Vif (tagged APOBEC3F with the HIV-1 protein that degrades it), YFP fluorescence increase; note: potency is the fitted concentration of half-maximal effect; % of control where 0% means no effect; nearly all actives have a fitted effect of over 65% in size
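Fluorescence increase (Ex 488/Em 500-530) after overnight compound treatment at 37 deg C flags inhibition of Vif-driven A3F-eYFP loss in stable HeLa A3F-eYFP/Vif cells seeded overnight beforehand.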
LDHA block: qHTS assay for inhibitors of human lactate dehydrogenase; 0.15% of 480,000 active; L-lactate dehydrogenase A chain (Homo sapiens), P00338; purified LDHA, NADH/diaphorase-resazurin fluorescence; stronger effect = lower value; activity change, % (values are at about 110 or 230 µM); AID 1347041, 2019; in the data active = activity change below about -30%; inconclusive = mostly about -25% to -30%;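 note: plate controls were DMSO wells for no effect and wells without enzyme for full effect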
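Enzyme activity of human lactate dehydrogenase 5 (2 nM; 0.06 mM NADH, 0.2 mM pyruvate, 5 min, RT) is measured via a resazurin/diaphorase fluorescence readout of residual NADH.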
Vif-APOBEC3G blk: qHTS for Inhibitors of Vif-A3G Interactions: qHTS; AID 602310, 2012; 0.076% of 410,000 active; Potency, µM (highest dose often 46.1 µM), inactives show at the highest dose activity, negative = active, actives largely listed as inhibitors; DNA dC->dU-editing enzyme APOBEC-3G (Homo sapiens), Q9HC16; HeLa A3G-eYFP + Vif (tagged APOBEC3G with the HIV-1 protein that degrades it), YFP fluorescence, overnight;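 note: potency is the fitted concentration of half-maximal effect; % is set by controls: 0 for no effect and ±100 for the full control effect; nearly all actives have a fitted effect of over 60% in size; hits raise eYFP signal because A3G escapes Vif-driven loss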
Target sequence (Q9HC16 whole entry, looked up): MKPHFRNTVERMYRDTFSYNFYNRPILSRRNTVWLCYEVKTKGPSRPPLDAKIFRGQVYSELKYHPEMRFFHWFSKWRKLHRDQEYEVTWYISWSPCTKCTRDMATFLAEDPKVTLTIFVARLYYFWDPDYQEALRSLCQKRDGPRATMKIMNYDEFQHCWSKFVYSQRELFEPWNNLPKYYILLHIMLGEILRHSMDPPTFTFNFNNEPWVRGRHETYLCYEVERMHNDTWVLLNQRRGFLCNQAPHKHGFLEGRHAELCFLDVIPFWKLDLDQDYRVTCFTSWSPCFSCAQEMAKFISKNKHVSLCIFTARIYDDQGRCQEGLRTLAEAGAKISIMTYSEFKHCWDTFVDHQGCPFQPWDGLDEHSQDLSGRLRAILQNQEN
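HeLa cells stably expressing Vif and C-terminally eYFP-tagged A3G, seeded overnight at 37 deg C, then exposed to compound by pintool overnight at 37 deg C. Rise in yellow fluorescence (Ex 488/Em 500-530, Acumen) marks blocked Vif-driven A3G degradation.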
GRP78 ERSR act: qHTS for Inducers of the Endoplasmic Reticulum Stress Response (ERSR) in Human Glioma: qHTS | U87-MG GRP78 promoter luciferase reporter, 16 h | Potency, µM, for the others: top-dose activation, usual class: activators | 0.02% of 420,000 active; note: potency is the fitted concentration of half-maximal effect; series mostly up to about 76 µM; % of control where 0% means no effect; nearly all actives have a fitted effect of over 35% in size
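Stably transfected U87-MG human glioma cells carrying a GRP78-based luminescent sensor were seeded at 1000 cells/well, pin-dosed with compounds and incubated 16 h. Luciferase reagent was then added, and end-point luminescence was read after 10 min at room temperature.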
D1 agonist: Allosteric Agonists of the Human D1 Dopamine Receptor: qHTS | D(1A) dopamine receptor (Homo sapiens), P21728 | HEK293 T-REx D1 cells, calcium flux, agonist mode | activation, % at 2 µM | 1% of 360,000 active | AID 504660, 2011; in the data active = activation above about 30%; note: 0% is about no effect
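Agonism was scored from calcium flux recorded over 180 s (1 read/s) after pintool compound addition, following a 10-cycle baseline. Cells were inducible force-coupled HEK293 TREx D1, plated overnight at 30 C and loaded with no-wash calcium dye.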
D1 antag: Antagonist of Human D 1 Dopamine Receptor: qHTS; activity change, negative = inhibition, % at 10 µM; AID 504652, 2011; HEK293 TREx D1 cells, calcium flux, dopamine EC80; stronger effect = lower value; 3.2% of 360,000 active; in the data active = activity change below about -30%; note: % is set by controls: 0 for no effect and ±100 for the full control effect
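Calcium flux readout: force-coupled, inducible Hek293 Trex D1 line, cells induced overnight at 30 C with tetracycline, dye-loaded 30–90 min at RT. Antagonism scored against EC80 dopamine challenge given 180 s after compound.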
RXFP1 agonist: qHTS Assay for Agonists of the Relaxin Receptor RXFP1. Potency, µM (titrated, usually from 57.5 µM), for the others: top-dose activation, most hits filed as activators. AID 2676, 2010. HEK293T-RXFP1 cAMP TR-FRET, 30 min; response scale: percent of porcine relaxin response, buffer zero. Relaxin receptor 1 (Homo sapiens), Q9HBX9. 0.3% of 370,000 active; note: potency is the fitted concentration of half-maximal effect; % is set by controls: 0 for no effect and ±100 for the full control effect; nearly all actives have a fitted effect of over 60% in size; many of its hits are not listed in these tables
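cAMP rise read by TR-FRET after 30 min, 37C compound exposure (up to 58 uM) in RXFP1-transfected HEK293 cells with Ro 20174 present. EC50 from Hill-equation fits, with 29 nM porcine relaxin as 100% and buffer as basal.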
D1 PAM: Potentiators of Human D1 Dopamine Receptor: qHTS; 0.036% of 360,000 active; potentiation, % at 10 µM; D(1A) dopamine receptor (Homo sapiens), P21728; HEK293 TREx D1 cells, calcium flux, dopamine EC20 potentiation; in the data active = potentiation above about 30%; note: 0% is about no effect
Active calls of the source: *; ? = inconclusive; . = not tested or not shown; & = joins results of further samples. Unless noted, calls come from the whole dose curve; as a rule, active = well fitted curve in the direction sought with a large enough effect; inconclusive = small, poorly fitted or top-dose-only effect, or another doubt; inactive = no such curve, though single readings can be large; an effect the other way counts as inactive or inconclusive. A portion of the library. The share of hits here may be higher or lower than overall.

SMILES	D2 potentiator	Vif-A3F inh	LDHA block	Vif-APOBEC3G blk	GRP78 ERSR act	D1 agonist	D1 antag	RXFP1 agonist	D1 PAM
O=C(NNC(=O)c1cccs1)c1ccc(Cl)nc1	1	-7%	-10	-1%	-1%	2	5	0.4%	-3
Cc1cccc(CN2CCN(C(C)C(=O)NC(C)c3ccccc3)CC2)c1 (configuration not stated)	-7	-9%	-21	0%	-2%	4	8	-3.6%	4
CCN(CC)c1ccc(NC(=O)Nc2cccc3ccccc23)cc1	-9	?	24	-1%	2%	2	-24	-2.4%	8
O=C(COc1ccccc1Cl)Nc1ccc(C(=O)c2ccc(C(=O)O)cc2)cc1	-9	9%	-5	-8%	1%	-2	-9	1.8%	2
Nc1ccc(NC(=O)Nc2ccc(N)cc2)cc1	6	-1%	0	1%	2%	1	14	-7.8%	-6
Cn1c(SCC(=O)Nc2ncc(C(F)(F)F)cc2Cl)nnc1-c1ccc(Cl)cc1	11	-12%	2	-8%	-3%	-1	0	6.0%	-4
N#CCOC(=O)C1CSC2(c3ccc(Br)cc3)CCC(=O)N12 (configuration not stated)	10	5%	-8	-1%	-3%	0	5	-0.3%	-4
CC(=O)c1ccc(S(=O)(=O)N2Cc3ccccc3CC2C(=O)O)cc1 (configuration not stated)	3	1%	0	1%	2%	2	27	0.1%	6
ONC(=Nc1ccccc1Cl)c1c(F)cccc1F	.	-4%	-3	-13%	-2%	.	.	.	.
CNC(=O)c1ccccc1F	-10	-3%	2	2%	-5%	-1	.	2.1%	2
COc1ccc(-n2ncc3c2CC(C)(C)CC3NC(=O)c2ocnc2C)cc1 (configuration not stated)	3	-7%	-1	2%	5%	3	16	0.3%	1
Cc1cc(Cl)ccc1OCC(=O)OCC(=O)Nc1cccnc1Cl	5	0%	-2	0%	-5%	7	11	-0.1%	-3
CCOC(=O)c1c(S(=O)(=O)NCC(=O)NCc2cccc(C)c2)c(C)n(C)c1C	-4&-8	5%&3%	-6&-4	-8%&-2%	-8%&0%	1&0	-17&1	-1.4%&0.3%	-10&-2
CCN(CCn1cccn1)Cc1ccccc1OCC(O)CN1CCc2ccccc2C1 (configuration not stated)	4	7%	-2	-1%	-2%	5	-27	-3.1%	-8
O=[N+]([O-])c1cc([N+](=O)[O-])c2oc(-c3ccccc3)c(Br)c2c1O	-7	-15%	-68*	-28%	-4%	7	-27	0.9%	-3
COc1ccc(-n2c(-c3ccc(Cl)cc3)c[nH]c2=S)cc1	9	-22%	-4	3%	2%	-1	2	-1.7%	1
O=C1C=C(c2ccccc2)C(c2ccccc2)C1O (configuration not stated)	.	10%	-6	1%	-3%	.	.	.	.
CC1CCCCN1S(=O)(=O)c1ccc(S(=O)(=O)N2CCN(c3ccc(F)cc3)CC2)cc1 (configuration not stated)	-4	1%	-6	0%	-1%	4	3	-0.1%	6
COc1ccc(NS(=O)(=O)c2ccc(NC(=O)C(C)(C(F)(F)F)C(F)(F)F)cc2)nn1	9	4%	-1	-1%	-3%	1	-4	0.0%	4
Cc1nc2cc(Nc3nnc(-c4ccccc4)c4ccccc34)ccc2n1C	3	0%	-2	-5%	2%	-1	12	-0.8%	1
c1ccc(-n2cccc2CNC2CCCCC2)cc1	6	2%	-9	0%	-1%	6	0	1.9%	0
CCN1CCN(c2cc(C)c3cc(NC(=S)N4CCOCC4)ccc3n2)CC1	3	10%	6	-7%	0%	1	10	1.7%	-2
COc1ccc(Nc2cc(C(=O)N3CCc4ccccc4C3)c3ccccc3n2)c(OC)c1	-4	-13%	4	5%	0%	1	3	-0.2%	0
COc1ccc(-c2noc(CC(=O)N(C)c3cccc(C)c3)n2)cc1	-8	5%	2	5%	-4%	2	-5	3.7%	-4
O=C(N/N=C\c1cccnc1)c1ccc(Cl)s1	-5	-8%	-1	-5%	7%	5	-9	-2.1%	0

Limited to D1 agonist, RXFP1 agonist and Vif-APOBEC3G blk, for 3 of the compounds above:
compound,D1 agonist,RXFP1 agonist,Vif-APOBEC3G blk
CC(=O)c1ccc(S(=O)(=O)N2Cc3ccccc3CC2C(=O)O)cc1 (configuration not stated),2,0.1%,1%
O=C1C=C(c2ccccc2)C(c2ccccc2)C1O (configuration not stated),.,.,1%
Cc1cc(Cl)ccc1OCC(=O)OCC(=O)Nc1cccnc1Cl,7,-0.1%,0%

Next part.
SMILES	D2 potentiator	Vif-A3F inh	LDHA block	Vif-APOBEC3G blk	GRP78 ERSR act	D1 agonist	D1 antag	RXFP1 agonist	D1 PAM
C[C@]12CC[C@@H]3c4ccc(O)cc4C(=O)C[C@H]3[C@@H]1CC[C@@H]2O	6	12%	-9	-1%	-1%	4	5	3.4%	-2
CCC(=O)N(CCc1ccc(OC)c(OC)c1)Cc1cc2ccc(C)cc2n2nnnc12	-1	4%	-7	-4%	-3%	3	-4	-0.1%	8
NS(=O)(=O)c1ccc(NC(=O)CSC2CCCCC2)cc1	3	-5%	-3	0%	3%	1	-15	2.6%	0
Cc1noc(NS(=O)(=O)c2ccc(NC(=O)c3ccoc3C)cc2)c1C	18	3%	-9	-3%	-6%	-1	-9	4.5%	3
Cn1cnnc1SCC(=O)c1c[nH]c2ccccc12	-4	0%	-5	1%	2%	6	6	-0.7%	-4
Cc1ccc2nc3cc([N+](=O)[O-])cc([N+](=O)[O-])c3cc2c1	.	?	2	-23%	11%	0	12	-2.4%	-1
O=C(COC(=O)c1n[nH]c2ccccc12)Nc1ccccc1F	.	2%	-6	2%	2%	.	.	.	.
CN1CCC(CNC(=O)Nc2csc3ccccc23)CC1	-8	16%	0	2%	1%	3	-9	-0.8%	-1
O=C1c2ccccc2-c2onc3ccc(N4CCCC4)c1c23	-18	-18%	12	1%	-1%	167*	-21	-5.5%	8
C/[N+]([O-])=C\C1C(=O)CC(C)(C)CC1=O	2	-2%	-8	-8%	-3%	5	5	-0.1%	-3
COc1cc(Cl)c(C)cc1NC(=O)CSc1ncc(S(=O)(=O)c2ccc(C(C)(C)C)cc2)c(=O)[nH]1	23	7%	-39*	-2%	-1%	-1	-14	-3.0%	2
CC(OC(=O)c1ccc(Cl)nc1)C(=O)NC1(C#N)CCCCC1 (configuration not stated)	23	-2%	-5	-2%	-5%	2	4	0.5%	2
Cc1ccccc1NC(=O)NC1(C(=O)NCCCN2CCOCC2)CCCCC1	-3	11%	-7	-4%	-3%	2	-6	-0.9%	-4
Nc1ncnc2c1CN(Cc1ccccc1)CC2	.	-2%	-7	1%	-6%	.	.	.	.
CCN(CC)c1ccc(C(=C2C=CC(=[N+](CC)CC)C=C2)c2ccc(S(=O)(=O)O)cc2S(=O)(=O)[O-])cc1	.	5%	5	-1%	-15%	.	.	.	.
O=C(COc1ccccc1)N=C1SC2CS(=O)(=O)CC2N1c1ccc(F)cc1F (configuration not stated)	2	-6%	-2	2%	-3%	7	2	0.5%	3
Cc1cccc(C)c1NC(=O)c1nc(S(=O)(=O)Cc2ccccc2)ncc1Cl	-2	9%	-7	-13%	-19%	0	-23	-1.6%	-1
O=C(Nc1cccc(C(F)(F)F)c1)c1cccc(NS(=O)(=O)c2ccc(O)c(C(=O)O)c2)c1	17	6%	-4	3%	-6%	1	3	2.1%	5
CN(CC(=O)Nc1ccc(N2CCOCC2)cc1)CC(=O)Nc1ccccc1[N+](=O)[O-]	7	16%	-4	3%	-4%	1	-3	2.0%	-6
Cc1ccccc1C(=O)OCc1cc(=O)n2nc(C3CCCCC3)sc2n1	-3	0%	-1	-2%	-1%	3	-14	0.4%	-6
CC(C)CC(C(=O)OCC(=O)c1c(N)n(C)c(=O)n(C)c1=O)N1C(=O)C2CC=CCC2C1=O (configuration not stated)	6	7%	-10	1%	-3%	1	3	2.3%	2
Cc1ccc(OCC(=O)Nc2nonc2-c2ccc(C)c(C)c2)cc1C	.	.	-1	.	.	1	10	3.4%	-2
O=c1[nH]c(=O)n([C@H]2C[C@H](O)[C@@H](CO)O2)cc1I	5	0%	-7	-4%	0%	-1	-11	-0.4%	-3
O=C(c1ccc(Cl)c(Cl)c1)N1CCC(=O)N(C(COCc2ccccc2)Cc2ccccc2)CC1 (configuration not stated)	-1	1%	1	-4%	-4%	0	27	5.6%	-5
N/C(Cc1ccc(Cl)cc1)=N\OC(=O)C1CCCCC1	4	-8%	-4	2%	2%	1	1	-0.1%	0

(more compounds)
SMILES	D2 potentiator	Vif-A3F inh	LDHA block	Vif-APOBEC3G blk	GRP78 ERSR act	D1 agonist	D1 antag	RXFP1 agonist	D1 PAM
O=C(O)c1ccc(CNC(=O)c2ccc(Br)o2)cc1	.	-9%	-5	1%	-3%	2	1	-0.3%	-1
N#CC1=C(N)NC(SCC(=O)Nc2ccccc2)=C(C#N)C12CCCCC2	-6	1%	0	2%	-2%	6	5	-5.0%	0
Cc1ccc(-n2c(SCCC(C)C)nc3sc4c(c3c2=O)CC(C)(C)OC4)cc1	-8	4%	-10	-1%	3%	-1	-1	-1.3%	0
O=C(NNC(=S)Nc1ccc(C(=O)O)c(O)c1)c1ccncc1	.	-3%	23	-2%	-9%	.	.	.	.
CCN1CCN(C(c2cccs2)C(C)NS(=O)(=O)c2ccc(Br)cc2)CC1 (configuration not stated)	.	-3%	-2	-1%	-4%	2	17	0.9%	-4
CCOCCOc1cc(NCc2ccccc2)c2ncn(C(C)C)c2c1	.	-20%	17	-20%	-4%	.	.	.	.
COc1ccc(C(C(=O)NCC2CCCO2)N(C(=O)CNC(=O)c2cccs2)c2ccccc2C)cc1OC (configuration not stated)	21	7%	-4	0%	-3%	-1	3	-0.2%	2

Compound activity from PubChem.
